PfGluPho inh: PfG6PD (Plasmodium falciparum) enzyme inhibition. inhibition, % at 20 µM. PfGluPho enzyme, NADPH resazurin-diaphorase fluorescence. hit rate 0.78% among 350,000;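 active = inhibition reaching at least a set limit at 20 µM in the primary screen, cut at about 59% in these data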;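 note: 0% = DMSO wells with substrate and 100% = DMSO wells lacking glucose-6-phosphate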
mIAP activ: increases mouse intestinal alkaline phosphatase activity; muIAP, CDP-Star luminescence, 30 min; stronger effect = higher value; 1 = vehicle-only enzyme signal, 0 = enzyme-free wells; activation factor at 10 µM; hit rate 0.24% among 330,000; AID 2805;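 active = activation factor of at least 2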; note: the source names both 10 and 20 µM as test concentration; values of inactives mirror those of a sister screen read the other way
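Assay system: mouse IAP enzyme / Compound: DMSO-dissolved test compounds / Timing: 30 min, room temperature / Measured by: luminescence from enzymatic CDP-Star hydrolysis / Control set: DMSO-only wells, enzyme-free buffer wells as negative control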
mIAP block: blocks mouse intestinal alkaline phosphatase | purified mouse IAP, CDP-Star luminescence, 30 min | inhibition, % at 10 µM | hit rate 0.2% among 330,000 | AID 2806;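 active = inhibition of at least 40% at 10 µM in the primary screen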;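 note: plate controls were DMSO with enzyme for no effect and no enzyme wells for full effect; values of inactives mirror those of a sister screen read the other way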
ATG4B inhibitor: ATG4B (human) cysteine protease inhibition | ATG4B cleavage of LC3-PLA2, NBD-HPC fluorescence, 1 h | inhibition, % at 8.33 µM | AID 504462 | hit rate 0.51% among 340,000; in the data active = inhibition above about 40%
Target sequence (Q9Y4P1 whole entry, looked up): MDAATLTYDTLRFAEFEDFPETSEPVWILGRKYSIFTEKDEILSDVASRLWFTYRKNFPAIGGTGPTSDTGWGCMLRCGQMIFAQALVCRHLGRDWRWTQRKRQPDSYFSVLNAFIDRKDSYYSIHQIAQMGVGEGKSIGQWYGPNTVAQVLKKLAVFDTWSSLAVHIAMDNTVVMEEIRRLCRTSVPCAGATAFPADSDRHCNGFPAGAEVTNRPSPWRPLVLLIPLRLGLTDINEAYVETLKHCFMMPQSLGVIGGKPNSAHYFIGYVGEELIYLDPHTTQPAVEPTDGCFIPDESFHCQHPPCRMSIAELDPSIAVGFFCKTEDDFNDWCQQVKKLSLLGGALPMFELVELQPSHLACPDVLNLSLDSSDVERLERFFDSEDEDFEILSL
HKDC1 inhibitor: blocks human hexokinase HKDC1 activity | inhibition, % at 20 µM | hit rate 0.16% among 340,000 | Q2TB90 | recombinant HKDC1, G6PDH/diaphorase resazurin coupled fluorescence;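 active = inhibition above about 35% when tested at 20 µM, limit read from the data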;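 note: plate controls were DMSO wells with enzyme for no effect and DMSO wells lacking enzyme for full effect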
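Test system: Recombinant HKDC1 (HK5) hexokinase enzyme, produced in-house | Input: HKDC1 at 5 µg/mL | Buffer or medium: Tris pH 8.0 buffer with MgCl2, Tween-20, BSA, BME | Schedule: 90 min reaction incubation at room temperature, dark | Technique: Resazurin-to-resorufin fluorescence via G6PDH and diaphorase coupling, 525/613 nm | Controls: DMSO wells with and without enzyme mix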
APOBEC3A inh: inhibitors of human APOBEC3A DNA deaminase | recombinant A3A, FAM/TAMRA ssDNA deamination fluorescence | inhibition, % at 20 µM | hit rate 0.41% among 330,000 | AID 493011;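 active = at least 40% inhibition at 20 µM here, with at most 30% in a related deaminase screen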;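 note: plate controls were A3A with DMSO for no effect and wells lacking A3A enzyme for full effect; some results filed as inactive read as strong as hits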
hIAP inh: human IAP inhibition. P09923. purified IAP, CDP-Star luminescence, 30 min. inhibition, % at 10 µM. hit rate 0.12% among 330,000. AID 2544;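 active = inhibition reaching a set limit with compound at 10 µM in the primary screen, cut at about 35% in these data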;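 note: plate controls were DMSO wells with enzyme for no effect and no-enzyme buffer wells for full effect; values of inactives mirror those of a sister screen read the other way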
Target sequence (P09923 whole entry, looked up): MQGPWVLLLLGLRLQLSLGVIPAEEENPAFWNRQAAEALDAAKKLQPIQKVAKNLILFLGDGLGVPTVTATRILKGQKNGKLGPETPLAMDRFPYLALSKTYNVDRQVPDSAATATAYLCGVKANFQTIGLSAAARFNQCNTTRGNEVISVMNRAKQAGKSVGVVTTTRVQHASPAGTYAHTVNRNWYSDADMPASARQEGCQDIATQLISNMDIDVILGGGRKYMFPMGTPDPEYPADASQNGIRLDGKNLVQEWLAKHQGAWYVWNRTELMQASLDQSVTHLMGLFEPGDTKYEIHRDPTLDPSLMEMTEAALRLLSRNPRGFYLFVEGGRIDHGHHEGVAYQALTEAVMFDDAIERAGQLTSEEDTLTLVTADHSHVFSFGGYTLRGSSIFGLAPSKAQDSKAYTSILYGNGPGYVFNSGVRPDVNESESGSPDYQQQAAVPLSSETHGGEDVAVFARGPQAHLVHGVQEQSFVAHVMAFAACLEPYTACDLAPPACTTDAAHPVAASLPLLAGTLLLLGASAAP
hIAP activ: increases human intestinal alkaline phosphatase activity; hit rate 0.16% among 330,000; purified human IAP, CDP-Star luminescence, 30 min; stronger effect = higher value; 1 = vehicle-only enzyme, 0 = enzyme-free background; activation factor at 10 µM; AID 2524;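 active = activation factor of the enzyme at least 2-fold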; note: the source names both 10 and 20 µM as test concentration; values of inactives mirror those of a sister screen read the other way
* marks the source's active call; other numbers are inactive results; / = not tested or not shown.

SMILES	PfGluPho inh	mIAP activ	mIAP block	ATG4B inhibitor	HKDC1 inhibitor	APOBEC3A inh	hIAP inh	hIAP activ
O=C(Cc1ccc(Br)cc1)N1CCN(c2ccccn2)CC1	-3	1	-1	-5	-4	-2	-7	1.1
Cc1c(NC(=O)CSc2nnnn2C)c(=O)n(-c2ccccc2)n1C	-6	0.92	8	2	-5	-5	-5	1
CCCCC1S/C(=N/N=C/c2cccs2)NC1=O (stereo not given)	-16	0.99	1	7	-14	0	-3	1
CSc1sc(C)cc1/C=N/O	31	1	-4	32	-13	2	2	0.98
O=C1N=C(O)CN1/N=C/c1ccc(-c2ccc([N+](=O)[O-])cc2)o1	1	0.79	21	-7	5	6	12	0.88
CCOc1cc(N2CCOCC2)c(OCC)cc1NC(=O)CSc1ncccc1C(=O)O	24	1	-4	-4	11	4	-7	1.1
O=C(Nc1cccc(C(F)(F)F)c1)N1CCN(C(=O)Nc2cccc(C(F)(F)F)c2)CC1	-20	1.1	-11	1	-7	1	15	0.85
CCCN(CC1CC1)C(=S)Nc1ccc(Oc2ccccc2)cc1	8	1.3	-29	8	0	-2	-7	1.1
CCOc1ccnc2c1c(=O)n(Cc1cc(OC)cc(OC)c1)c(=O)n2C	-12	1.1	-7	-1	-5	-3	-32	1.3
C=CCNC(=O)c1ccc(Cn2cc(C(F)(F)F)ccc2=O)cc1	-7	1.1	-6	2	-3	3	0	1
CCCCN(C)C(=O)c1sc2ncn(CC)c(=O)c2c1C	5	1	-3	-8	-1	0	9	0.91
Nc1nc(NCCCN2CCOCC2)nc(Nc2ccccc2F)c1[N+](=O)[O-]	-6	1	0	0	-5	1	22	0.79
O=C(c1ccccc1)n1c(=S)nc2ccccn21	11	1	-2	-1	0	-2	2	0.98
O=C(COC(=O)c1ccco1)c1ccccc1	-23	0.93	7	1	-7	4	0	1
O=C(CSc1ccccn1)Nc1cccc([N+](=O)[O-])c1	16	1	0	10	-2	1	11	0.89
COc1ccc(NC(=O)CCNS(=O)(=O)c2ccc(NC(C)=O)cc2)cc1Cl	-4	1	-4	-16	-4	1	21	0.79
Cc1[nH]nc2c1C(c1ccsc1)C1=C(CC(C)(C)CC1=O)N2 (stereo not given)	-9	1	-2	3	-6	-2	5	0.95
O=C1Nc2ccccc2Nc2ccccc21	21	0.97	3	5	2	1	-2	1
COc1cccc(C(=O)NCCS(=O)(=O)N(C)C2CCCCC2)c1	1	0.94	6	-4	-5	-3	0	0.99
CCC(c1nnnn1C(C)(C)CC)N(CCCO)Cc1cc2cccc(C)c2[nH]c1=O (stereo not given)	6	0.92	8	-7	-1	-5	1	0.99
c1ccc(C2(Cn3ccc4ccccc43)OCCO2)cc1	8	0.95	5	9	-4	0	10	0.9
COc1ccc2[nH]cc(CCNS(=O)(=O)c3ccc(C)cc3)c2c1	1	0.94	6	-15	-5	1	2	0.98
C=CCn1c(SCC(=O)N2CCc3ccccc3C2)nc2sc(C)c(C)c2c1=O	-7	1	-3	6	11	0	4	0.96
COc1ccc(-c2cc3ccccc3oc2=O)cc1NC(=O)c1ccc([N+](=O)[O-])o1	0	0.98	2	2	-3	-1	0	1
Cc1cc(C)n(-c2nc(-c3ccc(Cl)cc3)cs2)n1	18	0.96	4	-3	2	-1	-9	1.1
SMILES	PfGluPho inh	mIAP activ	mIAP block	ATG4B inhibitor	HKDC1 inhibitor	APOBEC3A inh	hIAP inh	hIAP activ
O=S(=O)(c1ccccc1)c1nc(-c2ccco2)oc1N1CCCCCC1	-11	0.99	1	16	-5	-7	-7	1.1
COc1cccc(/C(O)=C2\C(=O)C(=O)N(c3ccccn3)C2c2ccccc2OC)c1 (stereo not given)	-22	0.92	8	0	4	0	8	0.92
Cc1nc(C(F)(F)F)ccc1C(=O)N1CCCCC1	8	1.1	-7	-3	-4	-4	-13	1.1
CCOC(=O)CNC1CC(=O)N(c2cccc(Cl)c2)C1=O (stereo not given)	-1	1.1	-14	-12	-13	-1	-12	1.1
CCS(=O)(=O)CCSc1nc(C)cc(C)c1C#N	5	0.93	7	-5	-13	-2	13	0.87
CCc1cc(-c2onc(C)c2-c2cscn2)c(O)cc1OC	26	1.1	-10	-1	-6	-2	-14	1.1
COc1ccc(Cc2nnc(NC(=O)c3ccc(OC)c(OC)c3)s2)cc1	-18	0.95	5	8	-1	1	-42	1.4
CCOC(=O)c1cc(-c2ccc(OC)cc2)nn1-c1ccccc1C(=O)O	7	0.91	9	-6	-6	27	-6	1.1
COc1ccc(-c2cn(CCC(=O)NCc3ccc(C)cc3)c(CCN)n2)cc1	1	1.1	-6	1	-2	0	0	1
O=C(O)c1cc2c(N3CCC(Cc4ccccc4)CC3)ncnc2s1	-19	1	-1	4	11	-3	14	0.86
CCN(c1ccccc1)S(=O)(=O)c1cc(C(=O)Nc2ccc(F)c(F)c2)ccc1F	19	0.83	17	-2	-3	1	14	0.86
C=CCn1c(SCC(=O)N2c3ccccc3Sc3ccccc32)nnc1-c1ccco1	7	1	-2	-2	2	0	3	0.97
CCOC(=O)CCNC(=O)Nc1ccc2nc(C)n(Cc3ccc(Cl)cc3)c(=O)c2c1	5	1.1	-7	-8	-7	0	-18	1.2
CCc1ccc(NC(=O)C2CCN(C(=O)[C@@H]3Cc4ccccc4CN3)CC2)cc1	-9	1	-3	2	1	4	-2	1
CCOc1cc(/C=N/NC(=O)C(=O)NCCCOC(C)C)cc(Br)c1O	12	0.97	3	1	3	1	-11	1.1
COCc1ccc(C(=O)N2CCCC(N3CCN(c4ccc(F)cc4)CC3)C2)o1 (stereo not given)	2	1	-2	-12	3	0	2	0.97
CCCCn1nnnc1NCc1ccc(C)cc1	-5	1	-2	-3	-4	1	-27	1.3
CC(C)(C)OC(=O)NCC(=O)NNC(=O)C(C(=O)OCc1ccccc1)c1ccccc1 (stereo not given)	-11	1	-2	6	3	1	-48	1.5
O=C(/C=C/Nc1ccc(F)cc1)c1ccc(Oc2ncccn2)cc1	-7	0.92	8	-4	-12	0	4	0.96
CCn1ncc(S(=O)(=O)NCc2ccccc2Cl)c1C	0	1.1	-9	-4	-4	7	-7	1.1
C[C@H]1CN([C@@H](C)CO)C(=O)Cc2cc(NS(=O)(=O)c3ccc(Cl)cc3)ccc2O[C@@H]1CN(C)C(=O)Nc1cccc2ccccc12	12	1.1	-13	/	14	2	-13	1.1
CCCc1c(C)nc(N2CCN(c3ccccc3OC)CC2)[nH]c1=O	1	1	-1	-3	-5	-3	-27	1.3
Cc1ccc2cc3cc(C(=O)NCCCN4CCCCCC4)oc3nc2c1	26	0.94	6	-16	-2	5	12	0.88
Cc1c(C2C(C#N)=C(N)OC3=C2C(=O)CCC3)cnn1C (stereo not given)	-3	1	-4	-4	-8	-6	0	1
O=C(CN1CCCCC1)NC(=O)Nc1ccccc1F	-25	0.99	1	8	-3	-4	-15	1.2
SMILES	PfGluPho inh	mIAP activ	mIAP block	ATG4B inhibitor	HKDC1 inhibitor	APOBEC3A inh	hIAP inh	hIAP activ
NS(=O)(=O)c1ccc(CCNS(=O)(=O)c2cccc3cccnc23)cc1	14	1	-4	-7	2	4	-4	1
COc1ccc(CC(=O)Nc2sccc2C#N)cc1S(=O)(=O)N1CCOCC1	-8	0.92	8	4	-5	1	4	0.96
CCN(CC)S(=O)(=O)c1cccc(-c2nnc(SCc3ncc(-c4ccccc4)o3)n2C)c1	4	1	0	-9	1	-2	21	0.79
Cc1nn(C)c(C(=O)NNC(=S)Nc2ccc(Cl)cc2)c1[N+](=O)[O-]	-14	0.84	16	0	-7	2	2	0.98
N#CC1(C#N)C(c2ccccc2)OC23CCCCCC2C1(C#N)C(=N)O3 (stereo not given)	-15	0.84	16	6	-5	-1	0	1
CCN(CC(=O)NC(C)(C)C)C(=O)c1ccc2c(c1)S(=O)(=O)c1ccccc1C2=O	-2	1.1	-6	-5	-13	18	-10	1.1
Cc1ccc2nc(NC(=O)C3CC3C)sc2c1 (stereo not given)	1	1.1	-5	-2	4	-5	-14	1.1
CCCCOc1ccc(C(=O)N=c2sccn2C)cc1OC	1	1	-2	-1	-4	1	-4	1
CC1=Nc2ccccc2N=C(NC(=O)CN2CCN(c3ccccc3)CC2)C1c1ccccc1 (stereo not given)	-11	1.1	-10	-6	-10	3	2	0.98
COCCN(C(=O)Cn1nnc2ccccc21)C(C(=O)NC1CCCC1)c1ccc(OC)cc1OC (stereo not given)	-3	0.91	9	10	1	9	1	0.99
CC(=O)Nc1cc2ccc(OC(C)=O)cc2oc1=O	8	1.1	-5	-1	-8	-4	25	0.75
O=c1cnnc(Nc2ccccc2F)[nH]1	-7	0.95	5	-1	-6	-4	12	0.88
CC(NC(=O)/C(C#N)=C/c1cn(-c2ccccc2)nc1-c1ccc(F)cc1)c1ccccc1 (stereo not given)	-9	0.92	8	34	-8	-4	16	0.84
O=C(Nc1ccc(F)cc1)N1CCN(c2nc3ccccc3s2)CC1	-10	1.1	-7	-4	1	-2	-23	1.2
CCOC(=O)c1c(NC(=O)CSc2nnnn2-c2ccccc2)sc2c1CC(C)(C)NC2(C)C	8	1.1	-11	-5	-2	4	10	0.9
O=C(NC1CC2CCCC(C1)N2Cc1cccs1)c1ccc([N+](=O)[O-])cc1 (stereo not given)	/	0.98	2	/	/	4	13	0.87
CCCOc1ccc(CNC(=O)c2ccc3c(c2)N(CC)CCS3)cc1	44	1.3	-28	-17	-2	-2	10	0.9
CC(C)(C)c1nnc2sc(SCC(=O)N3CCCCC3)nn2c1=O	-8	1	0	-3	-3	-1	-1	1
O=C(c1ccccc1)c1ccc(Cn2cc(-c3ccccc3)nn2)cc1	10	0.94	6	14	4	3	7	0.93
Cc1ccc(S(=O)(=O)N2CCCC2C(=O)OCC(=O)Nc2ccc3c(c2)OCO3)cc1 (stereo not given)	4	1	0	-7	0	-4	-2	1
Cc1sc(N)nc1-c1ccccc1	15	1.1	-9	-6	-7	-1	15	0.85
CCCCCOC(=O)C1[C@H]2C(=O)N(c3ccccc3CC)C[C@]23C=C[C@H]1O3 (stereo not given in full)	-5	1	-1	-2	6	-1	-9	1.1
O=C(NCc1ccccc1)c1ccc2c(c1)C(=O)N(Cc1ccncc1)C2=O	-9	1.1	-12	0	-1	-1	-13	1.1
CC(Nc1cc(N2CCCC2)ccc1[N+](=O)[O-])c1ccccc1 (stereo not given)	11	0.85	15	-1	-4	-7	-18	1.2
COc1ccccc1CNC(=O)CN1C(=O)NC2(CCCC2)C1=O	-17	1	-2	1	0	19	6	0.94
CCNc1c2c3c(cccc3n(C)c1=O)C(=O)c1ccccc1-2	3	0.97	2	-159	1	-75	19	0.81
O=C(CSc1nnc(-c2cccc(S(=O)(=O)N3CCCC3)c2)n1-c1ccccc1)Nc1ccc(C(=O)O)cc1	-7	1.1	-11	-8	-8	-2	-4	1
CC(NS(=O)(=O)c1ccccc1)C(=O)NCc1ccco1 (stereo not given)	26	0.98	2	-4	-8	22	-11	1.1

Among those listed so far, these contain an NH in an aromatic ring.
SMILES	PfGluPho inh	mIAP activ	mIAP block	ATG4B inhibitor	HKDC1 inhibitor	APOBEC3A inh	hIAP inh	hIAP activ
Cc1[nH]nc2c1C(c1ccsc1)C1=C(CC(C)(C)CC1=O)N2 (stereo not given)	-9	1	-2	3	-6	-2	5	0.95
CCC(c1nnnn1C(C)(C)CC)N(CCCO)Cc1cc2cccc(C)c2[nH]c1=O (stereo not given)	6	0.92	8	-7	-1	-5	1	0.99
COc1ccc2[nH]cc(CCNS(=O)(=O)c3ccc(C)cc3)c2c1	1	0.94	6	-15	-5	1	2	0.98
CCCc1c(C)nc(N2CCN(c3ccccc3OC)CC2)[nH]c1=O	1	1	-1	-3	-5	-3	-27	1.3
O=c1cnnc(Nc2ccccc2F)[nH]1	-7	0.95	5	-1	-6	-4	12	0.88
